JMJD2A Tudor: blocks the human JMJD2A Tudor domain | O75164 | AlphaScreen JMJD2A-Tudor / H3K4me3 peptide binding | Potency, µM (highest dose often 114 µM), for inactives: at the highest dose activity change, negative = inhibition, usual class: inhibitors | actives 4.4% (n = 390,000) | AID 504339; note: potency is the fitted concentration of half-maximal effect; % is set by controls: 0 for no effect and ±100 for the full control effect; nearly all actives have a fitted effect of over 50% in size
Pin1 inhibitor: human Pin1 inhibition | AID 504891 | Q13526 | Pin1 FP peptide displacement, HiFluor488, 10 min | Potency, µM (top dose mostly 115 µM), for the others: at the highest dose activity, negative = inhibition, most hits filed as inhibitors | actives 0.009% (n = 390,000); active = well fitted inhibition curve with a large enough effect in the polarisation, with a control signal flat, not every such curve was filed as active; inconclusive = small, poorly fitted or top-dose-only effect, or effect the other way, or a change in a side signal; inactive = no such curve, though single readings can be large or run the other way; the % refers to the polarisation; note: potency is the fitted concentration of half-maximal effect; % is set by controls: 0 for no effect and ±100 for the full control effect
Target sequence (Q13526 whole entry, looked up): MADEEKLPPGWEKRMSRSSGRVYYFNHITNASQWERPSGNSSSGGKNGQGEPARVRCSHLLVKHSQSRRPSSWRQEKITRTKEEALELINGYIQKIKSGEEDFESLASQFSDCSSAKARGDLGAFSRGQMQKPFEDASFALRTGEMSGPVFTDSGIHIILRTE
BAZ2B inh: BAZ2B (human) inhibition; Potency, µM (titrated, usually from 114 µM), without a hit: at the top dose activity change, negative = inhibition, actives largely listed as inhibitors; AlphaScreen BAZ2B-H3K14Ac peptide displacement; actives 4.4% (n = 360,000); note: potency is the fitted concentration of half-maximal effect; % is set by controls: 0 for no effect and ±100 for the full control effect; nearly all actives have a fitted effect of over 60% in size
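Compounds, titrated to a top concentration of 110 uM, were incubated 30 min at room temperature with preformed BAZ2B/acetyl-K14 H3 peptide complex (50 nM each). Proximity signal was measured by AlphaScreen after 20 min with beads.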
G9a inh: G9a (human) methyltransferase inhibition; Q96KQ7; G9a H3K9 monomethylation, AlphaScreen, 2 h; Potency, µM (series often up to 102 µM), inactives show top-dose activity, negative = inhibition, actives largely listed as inhibitors; actives 8.8% (n = 350,000); AID 504332; note: potency is the fitted concentration of half-maximal effect; % is set by controls: 0 for no effect and ±100 for the full control effect; nearly all actives have a fitted effect of over 75% in size
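Using a bead-based AlphaScreen, monomethylated H3K9 product from 2 h room-temperature reactions (G9a 20 nM, peptide 500 nM, SAM 20 uM) was detected with 0.5 ug/mL rabbit anti-H3K9me1 antibody.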
Tb PGK inh: T. brucei PGK inhibition; P07378; actives 0.043% (n = 380,000); Potency, µM (highest dose often 57.5 µM), for inactives: at the top dose activity change, negative = inhibition, actives largely listed as inhibitors; PGK/GAPDH coupled, Kinase-Glo luminescence, 60 min; note: potency is the fitted concentration of half-maximal effect; % is set by controls: 0 for no effect and ±100 for the full control effect; nearly all actives have a fitted effect of over 60% in size
Target sequence (P07378 whole entry, looked up): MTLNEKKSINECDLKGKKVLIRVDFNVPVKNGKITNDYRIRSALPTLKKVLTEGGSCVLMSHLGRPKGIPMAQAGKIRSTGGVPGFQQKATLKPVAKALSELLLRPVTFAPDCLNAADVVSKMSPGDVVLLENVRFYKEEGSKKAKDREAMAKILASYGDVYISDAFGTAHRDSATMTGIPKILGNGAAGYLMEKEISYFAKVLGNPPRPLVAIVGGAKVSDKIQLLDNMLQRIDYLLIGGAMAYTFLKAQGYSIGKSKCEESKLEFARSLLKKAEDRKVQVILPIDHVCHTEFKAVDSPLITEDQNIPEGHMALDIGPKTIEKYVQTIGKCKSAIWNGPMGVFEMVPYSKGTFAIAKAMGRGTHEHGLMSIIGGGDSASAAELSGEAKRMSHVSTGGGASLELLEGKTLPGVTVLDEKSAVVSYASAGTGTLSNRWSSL
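Recombinant glycosomal PGK reaction used 1,3-bisphosphoglycerate generated in-well by GAPDH (100nM final) in 100mM TEA pH 7.6, 5mM MgCl2, 0.01% Tween-20. After 60 minutes at room temperature, ATP was read by Kinase-Glo Plus luminescence end-point.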
PI4K2A inh: inhibitors of human PI4K2A; Q9BTU6; purified PI4K2A, ADP-Glo luminescence, 1 h; stronger effect = lower value; activity change, negative = inhibition, % at 76.9 µM; actives 0.13% (n = 420,000); AID 1346378; in the data active = activity change below about -50%; inconclusive = mostly about -30% to -49%;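 note: -100% = wells without enzyme as full effect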
Target sequence (Q9BTU6 whole entry, looked up): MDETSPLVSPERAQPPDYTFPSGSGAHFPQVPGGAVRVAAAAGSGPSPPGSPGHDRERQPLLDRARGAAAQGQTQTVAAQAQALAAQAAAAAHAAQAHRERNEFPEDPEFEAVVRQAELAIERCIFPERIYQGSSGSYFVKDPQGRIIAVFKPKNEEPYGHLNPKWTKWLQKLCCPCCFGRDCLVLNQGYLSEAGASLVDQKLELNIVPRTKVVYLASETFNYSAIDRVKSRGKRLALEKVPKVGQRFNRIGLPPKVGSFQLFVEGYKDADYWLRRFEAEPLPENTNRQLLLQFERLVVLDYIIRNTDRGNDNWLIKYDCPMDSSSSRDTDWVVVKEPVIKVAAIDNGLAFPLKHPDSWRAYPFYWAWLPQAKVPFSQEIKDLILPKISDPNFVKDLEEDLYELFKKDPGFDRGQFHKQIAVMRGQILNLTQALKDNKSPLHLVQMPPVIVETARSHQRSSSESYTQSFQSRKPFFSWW
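PI4K2A activity was measured by ADP-Glo luminescence: enzyme (4 ug/mL stock) and phosphatidylinositol (1.2 mM stock) in Tris pH 7.5/MgCl2/EGTA/Triton X-100 buffer were reacted with ATP (300 microM stock) for one hour at ambient temperature.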
POLH inh: inhibitors of human DNA polymerase eta. Potency, µM (doses to about 114 µM), for the others: top-dose activity change, negative = inhibition, hits mostly inhibitors. actives 1.2% (n = 390,000). AID 588591. Q9Y253. recombinant Pol eta, fluorescent DNA replication assay; note: potency is the fitted concentration of half-maximal effect; % is set by controls: 0 for no effect and ±100 for the full control effect
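Pol eta (10 nM) was preincubated with compounds for 15 min at room temperature, after which fluorescent replication substrate (50 nM final) was added to start the reaction. Fluorescence was read kinetically at 0 and 10 min.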
GLS inh: blocks human kidney-isoform glutaminase activity; O94925; Potency, µM (series often up to 45.5 µM), for inactives: top-dose activity change, negative = inhibition, actives largely listed as inhibitors; actives 0.21% (n = 410,000); AID 624170; GLS enzymatic activity, qHTS titration; note: potency is the fitted concentration of half-maximal effect; % is set by controls: 0 for no effect and ±100 for the full control effect
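Human kidney-isoform GLS in 45 mM KH2PO4 pH 8.2, 0.02% Tween-20, with compound, started with 1mM L-Glutamine (added stock). Glutamate oxidase/HRP/Amplex red coupled fluorescence read at start and after 30 min at RT.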
HP1b chromo inh: inhibitors of HP1-beta chromodomain binding to methylated histone tails | P83916 | AlphaScreen HP1-beta / biotin-H3K9me3 peptide binding | Potency, µM (doses to about 114 µM), inactives show at the top dose activity change, negative = inhibition, usual class: inhibitors | actives 0.56% (n = 390,000); note: potency is the fitted concentration of half-maximal effect; nearly all actives have a fitted effect of over 70% in size; inactives centre near 23
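HP1-beta protein (50 nM final) preincubated 30 min at room temperature with biotinylated H3(1-18)K9me3 peptide (50 nM) in PBS pH 7.4, 0.01% Tween-20, then compound added for 30 min. AlphaScreen streptavidin donor/nickel chelate acceptor beads (10 ug/mL final), 30 min dark, luminescence read.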
The depositor's hits bear a star; i = inactive; ? = inconclusive; · = not tested or not shown; [ ] = remark or other dose. Unless noted, calls come from the whole dose curve; as a rule, active = well fitted curve in the direction sought with a large enough effect; inconclusive = small, poorly fitted or top-dose-only effect, or another doubt; inactive = no such curve, though single readings can be large; an effect the other way counts as inactive or inconclusive. Some of the compounds tested, so the mix of outcomes need not match the whole.

The line under a structure holds: Tb PGK inh	JMJD2A Tudor	Pin1 inhibitor	BAZ2B inh	G9a inh	POLH inh	HP1b chromo inh	GLS inh	PI4K2A inh
Cc1nc(N2CCC(C)CC2)c2c(C)c(C(=O)Nc3ccc(C(F)(F)F)cc3)sc2n1
  27%	-3%	8%	4%	-17%	-20%	21%	-1%	0
C=CCn1c(O)c(C2=c3ccccc3=NC2=O)sc1=Nc1ccc(O)cc1
  7%	22µM*	?	22µM*	-28%[12.7 µM]	-17%	?	4%	-3
N#CCNC(=O)c1cccn1-c1ncc(C(F)(F)F)cc1Cl
  i	-15%	-5%	-25%	5%	-14%	28%	2%	1
COC(=O)c1ccc(NC(=O)c2ccc(NC(=O)c3ccco3)cc2)cc1
  -4%	-25%	74%[activator]	?	·	?	20%	-2%	-5
COc1cc(CC(=O)Oc2ccc3c(c2)OCO3)cc(OC)c1OC
  -11%	3%	-5%	-2%	-44%[59 µM]	-11%	51%	-7%	11
O=C(O)/C=C/C(=O)NCc1ccccn1
  -10%	6%	?	?	45µM*	-13%	37%	6%	-5
CN(C)/C(CN1CCCCC1)=C1\N=C(c2ccccc2)OC1=O
  -9%	?	-7%	?	-23%	-13%	?	12%	-7
O=C1N(Cc2cccc(Cl)c2)C[C@@H]2C[C@@H](c3ccccn3)N3CCC[C@@]123
  i	-25%	-1%	79µM*	25µM*	-18%	18%	-12%	6
Cc1cc(C)cc(N(CCC#N)C(=O)CSc2n[nH]c(N)n2)c1
  2%	-8%	-3%	12%	?	-9%	23%	-13%	2
CN1CCN(C(N)=NC(=O)c2ccccc2)CC1
  -3%	-13%[57.1 µM]	5%	0%	?	-20%	53%[activator]	2%	-5
COC(=O)C1CCN(C(=O)COC(=O)C2CCN(S(=O)(=O)c3ccc(C)c(C)c3)CC2)CC1
  i	-18%	-1%	9%	-3%	-12%	26%	-1%	2
O=C(CCC1CCCCC1=O)c1ccccc1 (stereo not given)
  -4%	24%	4%	11%	-2%	-11%	49%[activator]	-7%	5
COc1cccc(-c2cc(C(=O)NCc3ccccc3)no2)c1
  0%	11%	1%	4%	-4%[59 µM]	-2%	39%[activator]	1%	-2
CSCCC(NC(=O)c1ccco1)C(=O)O (stereo not given)
  -7%	-13%	-4%	8%	13%[12.7 µM]	-9%	33%	0%	10
CCOC(=O)c1ccc2c(c1)N(Cc1cc(C)ccc1C)C(=O)c1ccccc1S2(=O)=O
  -5%	3%	32%[activator]	-1%	1%[59 µM]	-4%	41%	-1%	-1
CCc1ccccc1NC(=O)C1C2C=CC(O2)C1C(=O)O (stereo not given)
  -7%	5%	1%	-5%	35µM*	-20%	77%[activator]	-13%	5
COC(=O)C1=C(C)N(c2ccc(F)c(Cl)c2)C(=O)C1
  5%	-11%	1%	-10%	?	-15%	15%	0%	12
CCn1ccc2c(OCC(=O)NCc3ccc(C)cc3)cccc2c1=O
  -8%	-13%	-1%	-3%	-4%[59 µM]	-19%	9%	3%	-1
COCCN1C(=O)N[C@@H](c2cccc(C(F)(F)F)c2)[C@@H](C(=O)OC)[C@H]1C
  2%	-12%	-1%	·	·	-3%	25%	-5%	-1
O=C(CN(C(=O)CSc1nc2ccccc2o1)c1ccccc1)NC1CCCCC1
  -10%	-26%	-5%	2%	18%	7%	28%	3%	-2
CC(C)(O)CC[C@@H](O)[C@](C)(O)C1CC[C@@]2(O)C3=CC(=O)[C@]4(O)C[C@@H](O)[C@@H](O)C[C@]4(C)C3CC[C@]12C (stereo not given in full)
  -7%	-9%	14%	-13%	-9%[2.33 µM]	-7%	39%[activator]	-2%	-3
NNC(=O)CNC(c1ccccc1)c1cc(Br)ccc1NC(=O)c1cccc(Cl)c1 (stereo not given)
  -1%	-12%	9%	-23%	6%[59 µM]	-26%	29%	8%	-4
CCC1(C)Cc2c(sc3nn[nH]c(=O)c23)CO1 (stereo not given)
  8%	-11%	2%	-3%	40µM*	-14%	-19%	-1%	0
Cc1cc(S(=O)(=O)N2CCCC2)c(C)s1
  18%	-13%	-8%	5%	18%	-14%	25%	0%	0
O=C1CCC([N+](=O)[O-])C(c2cccc([N+](=O)[O-])c2)N1 (stereo not given)
  0%	-3%	3%	-4%	-2%[59 µM]	-18%	23%	0%	-1
CCn1c(Cc2ccc(OC)cc2)nnc1SCC(=O)Nc1ccc(N2CCOCC2)cc1
  -8%	-7%	0%	-2%	7%	-18%	36%	-8%	-1
Cc1cc(-c2ccc(C)c(S(=O)(=O)NCCCN3CCN(c4ccccc4F)CC3)c2)on1
  -8%	-30%	-5%	-34%	0%	?	13%[57 µM]	5%	-1
COc1cc(C2c3cc4c(cc3OC(NNC(N)=O)C2C)OCO4)cc(OC)c1OC (stereo not given)
  -8%	-18%	-2%	·	·	?	12%	14%	0
CC1(C)Cc2c(cnn2-c2cccc(F)c2)C(NC(=O)CSc2ccncc2)C1 (stereo not given)
  8%	1%	-7%	-8%	·	-3%	40%	1%	4
Cc1onc(-c2ccccc2)c1C(=O)Nc1cc(C(F)(F)F)ccc1N1CCOCC1
  1%	-11%	?	2%	0%[59 µM]	-17%	32%	0%	-4
CCOC(=O)c1c(NC(=O)COC(=O)Cc2ccccc2[N+](=O)[O-])sc(C(=O)N(C)C)c1C
  -2%	-34%	-11%	3%	-28%	-4%	-25%	-1%	-2
CC(C)CN(C)C(=O)CC1C(=O)NCCN1C (stereo not given)
  -3%	-3%	-8%	-4%	·	-17%	24%	9%	2
CN(C)CCN1C(=O)C(=O)/C(=C(/O)c2ccc(OCc3ccccc3)cc2)C1c1ccncc1 (stereo not given)
  6%	-10%	-1%	-4%	-2%[12.7 µM]	-13%	25%	23%	3
CN(C)/N=C/c1ccc(N2CCOCC2)cc1
  -13%	-28%	-6%	-19%	-25%	-2%	19%	5%	1
CC(=O)NS(=O)(=O)c1ccc2sc(C)nc2c1
  -8%	-7%	-2%	-25%	-7%	-15%	25%	-1%	3
CCOc1cc2[nH]c(=S)n(CCCN3CCCC3=O)c(=O)c2cc1OCC
  -8%	22µM*	1%	-5%	-46%[12.7 µM]	-14%	7%	-23%	2
COC(=O)C1=C(C)N=C2SC(C)C(=O)N2C1c1ccc(C(=O)OC)cc1 (stereo not given)
  -4%	-27%	4%	?	-43%[59 µM]	-1%	36%	11%	-4
Cc1ccc(/C(N)=N/OC(=O)c2ccc3ccccc3c2)cc1
  -10%	-13%	-6%	-16%	18%	-21%	38%	1%	2
CC(C)Oc1ccc(S(=O)(=O)N2CCCCC2)cc1NC(=O)CN1C(=O)NC2(CCCC2)C1=O
  -1%	-21%	-1%	8%	?	-9%	-10%	0%	3
CCc1ccccc1OCC(=O)Nc1ccc(S(=O)(=O)Nc2nc(C)cc(C)n2)cc1
  -4%	-16%	3%	-5%	?	-25%	24%	7%	-11
CCOC(=O)N1CCN(CC(O)COc2c(C)cccc2C)CC1 (stereo not given)
  -19%	-4%	-9%	8%	?	-17%	40%[activator]	-1%	-2
CCCCc1nc2n[nH]c(N)c2c2c1CCC2
  -1%	0%	-10%	3%	6%	-12%	35%[activator]	7%	8
O=C(O)CCN1C(=O)C2C3c4ccccc4C(c4ccccc43)C2C1=O (stereo not given)
  -6%	-8%[11.4 µM]	-4%	-5%	·	-35%	9%	-3%	-1
O=C(Nc1ccc(C(=O)O)cc1)/C(=C/c1cccc(Br)c1)NC(=O)c1ccco1
  0%	-9%	-21%	-26%	-18%	-7%	27%	5%	-1
CN(Cc1ccco1)C(=O)c1ccc(CNS(=O)(=O)c2ccc3c(c2)C(C)(C)C(=O)N3C)cc1
  -4%	-19%	1%	-8%	5%	-8%	11%	-18%	-2
Cc1nn(Cc2ccccc2)c(C)c1/C=N/NC(=O)CNc1cccc(C(F)(F)F)c1
  0%	-32%	?	-37%	9%[59 µM]	?	16%	-4%	-5
CCOc1cc(/C=N/NC(N)=O)cc(Br)c1OCC(=O)Nc1cccc2ccccc12
  i	-5%	20%	?	-8%	-7%	22%	-8%	0
CC(C)C(NC(=O)c1ccccc1)c1nnc(SCC(=O)NC2CCCC2)n1C (stereo not given)
  -10%	-15%	3%	-1%	-20%	-1%	-20%	3%	-8
Cc1cnc(NCCc2ccccc2)s1
  -1%	-26%	-1%	?	·	-8%	14%	15%	-1
COC(=O)c1[nH]c2cccc(OC)c2c1NC(=O)C(C)N1CCC(C)CC1 (stereo not given)
  0%	1%	8%	-8%	-3%	0%	6%	28%	4

A second format for 2 compounds above:
compound,Tb PGK inh,JMJD2A Tudor,Pin1 inhibitor,BAZ2B inh,G9a inh,POLH inh,HP1b chromo inh,GLS inh,PI4K2A inh
CCOC(=O)N1CCN(CC(O)COc2c(C)cccc2C)CC1 (stereo not given),-19%,-4%,-9%,8%,?,-17%,40%[activator],-1%,-2
CCCCc1nc2n[nH]c(N)c2c2c1CCC2,-1%,0%,-10%,3%,6%,-12%,35%[activator],7%,8

Next structures:
The line under a structure holds: Tb PGK inh	JMJD2A Tudor	Pin1 inhibitor	BAZ2B inh	G9a inh	POLH inh	HP1b chromo inh	GLS inh	PI4K2A inh
CCn1ncc([N+](=O)[O-])c1C(=O)Nc1c(C)cccc1C
  -9%	6%	-2%	5%	·	-7%	34%	-12%	1
COc1cccc(-c2ccc(NC(=O)C3CCCN(CCCn4nc(C)cc4C)C3)cc2)c1 (stereo not given)
  3%	-25%	0%	?	24%	-18%	-2%	-9%	0
c1ccc(-c2nc(NCc3ccco3)c3ccccc3n2)nc1
  -1%	-34%[11.4 µM]	-8%	45µM*	?	3%	25%	-20%	-17
COc1ccc(S(=O)(=O)N(CC(=O)NC(C)C)Cc2ccccc2)cc1
  -1%	-17%	-3%	-2%	-12%[59 µM]	3%	9%	0%	-1
